# High-throughput results (PubChem BioAssay)
# OX1R antag-1 – blocks the human orexin 1 receptor; CHO/OX1R cells, Fluo-8 calcium fluorescence, orexin A; inhibition, % at 5 µM; 330,000 compounds, 0.43% hits; AID 434989;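 active = inhibition above its plate's threshold, mean inhibition of all tested compounds on the plate plus 3 SD, cut at about 37% in these data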;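 note: 0% = orexin A challenge wells and 100% = SB-334867-A antagonist wells; not every result past the cut was called active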
# Target sequence (O43613 whole entry, looked up): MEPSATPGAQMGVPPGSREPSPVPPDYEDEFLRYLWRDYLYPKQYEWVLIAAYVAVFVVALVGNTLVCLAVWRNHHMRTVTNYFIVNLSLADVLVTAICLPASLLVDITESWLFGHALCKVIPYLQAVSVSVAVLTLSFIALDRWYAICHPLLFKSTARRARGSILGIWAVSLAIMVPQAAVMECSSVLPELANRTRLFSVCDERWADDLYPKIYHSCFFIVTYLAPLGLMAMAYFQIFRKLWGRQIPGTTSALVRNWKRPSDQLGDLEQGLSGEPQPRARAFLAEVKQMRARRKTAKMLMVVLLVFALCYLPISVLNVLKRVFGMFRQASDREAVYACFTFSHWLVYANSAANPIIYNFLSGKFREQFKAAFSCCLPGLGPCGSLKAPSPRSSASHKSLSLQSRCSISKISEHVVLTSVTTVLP
# OX1R antag-2 – OX1R (human) antagonism. O43613. OX1R-expressing cells, FRET antagonist read-out. 330,000 compounds, 1.8% hits. AID 485270. inhibition, % at 6.6 µM; in the data active = inhibition mostly above about 38%, no sharp cut-off; inactive = mostly below about 40%;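 note: 0% = agonist challenge alone and 100% = reference antagonist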
# Starred values were filed as active, the others as inactive.
structure	OX1R antag-1	OX1R antag-2
Cc1ccc(S(=O)(=O)Nc2cccc(Cl)c2)cc1NC(=O)c1cccnc1	-13	10
Cc1cccc(CC(C)NC(=O)CCc2nnc(-c3ccccc3)o2)n1 (configuration not stated)	-16	6
O=C(N1CCCC1)C12CC3CCC(CC(C3)C1)C2	-11	12
Cc1cccc(C)c1NC(=O)CN1N=NC2C(=O)N(c3cccc(Cl)c3)C(=O)C21 (configuration not stated)	1	11
Brc1ccsc1-c1csc(-c2ccncc2)n1	-7	12
O=C(O)c1cccc(NCc2cccnc2)c1	-3	2
O=C(COc1cccnc1[N+](=O)[O-])c1ccc(Cl)s1	-7	9
Cc1ccc(C(=O)N/C(=C\c2ccco2)C(=O)NCCN2CCCCC2)cc1C	-38	32
CC(C)Nc1nc(C#N)nc(NC(C)C)n1	-2	6
O=C(O)c1ccccc1C(=O)c1ccc2c(c1)N(Cc1ccc(Cl)c(Cl)c1)C(=O)CO2	-7	9
CCOC(=O)c1cc(-c2cccnc2)nn1-c1ccccc1C	-26	6
Cc1[nH]n2c(=O)c3c(nc2c1-c1ccc(F)cc1)CCCC3	-17	3
COc1ccccc1N1CCN(S(=O)(=O)CCNC(=O)CC2CCCCC2)CC1	-25	25
Cc1nnc(SCC(=O)N2CCCC2)n(N)c1=O	-4	4
COc1ccc2c(/C=C/c3cc[n+](C)cc3)c[nH]c2c1	-10	39
C=CCc1ccccc1OCCNCc1ccccc1	-28	20
CN(C)CC(C)(C)CNc1ccc(S(=O)(=O)N2CCCC2)cn1	-4	4
O=C(COC(=O)c1ncc(Cl)c(Cl)c1Cl)NCc1ccccc1	-13	5
CN(C(=O)c1ccco1)c1nnc(-c2ccc(F)cc2)s1	-10	11
Cc1ccc(S(=O)(=O)N2CCC(=O)N(C(COCc3ccccc3)C(C)C)CC2)cc1 (configuration not stated)	-36	7
CC(C)c1ccc(NC(=O)Cc2cn(C)c3ccccc23)cc1	-27	14
C=CC[n+]1c(/C=C/c2ccc(OC(C)=O)c(OC)c2)ccc2ccccc21	-9	48*
COc1ccc(OC)c(S(=O)(=O)N(C)CC(=O)N2CCOCC2)c1	-10	18
O=C(O)c1cc2cccc(S(=O)(=O)N3CCOCC3)c2cc1O	4	22
NNC(=O)CSc1ncc(-c2ccccc2)[nH]1	-20	16
COC(=O)Cc1ccc(NC(=S)NCc2ccc(S(N)(=O)=O)cc2)cc1	-13	1
COc1cccc(NC(=O)C(C#N)Cc2ccncc2)c1 (configuration not stated)	-14	3
O=C(Nc1ccccc1)N(Cc1cccs1)C1CCCC1	-27	21
COc1ccc(NC(=O)N(C)C[C@H]2Oc3c(NC(=O)Nc4c(C)noc4C)cccc3C(=O)N([C@H](C)CO)C[C@@H]2C)cc1	-15	-2
Cc1cccc(Cn2nc(C(C)(C)C)cc2C(=O)Nc2ccc(F)cc2)c1	17	64
O=C(Nc1ccccc1)NC1(C(=O)N2CCN(C(=O)c3ccco3)CC2)CCCCC1	-7	1
CCCCC[C@H]1CN(CCCC)C(=O)[C@@H]1CC(=O)NCc1ccccc1	-34	9
CNC(=O)COC(=O)/C=C/c1ccc(F)cc1	2	15
CC(=O)Nc1ccccc1NC(=O)C/C(C)=N/NC(=O)c1ccc([N+](=O)[O-])c(Cl)c1	-8	36
CCN(CC)CCCn1c(C)cc2c(c1=O)C(c1cc(OC)c(OC)cc1OC)C(C#N)=C(N)O2 (configuration not stated)	-6	6
CCOC(=O)c1c(NC(=O)CSc2nc3cccnc3n2C)sc(C(C)=O)c1C	-24	15
COc1cc(C2NC(=O)NC(c3ccccc3)=C2C(C)=O)ccc1OCC(=O)O (configuration not stated)	-6	23
CCCc1cc(=O)[nH]c(SCC(=O)NCc2ccc3c(c2)OCO3)n1	-15	6
CC(C)(C)c1nnc(NC(=O)Nc2ccc(Cl)cc2)s1	-21	19
Cc1ccc(Cl)cc1N1CCN(C(=O)Cc2c(C(=O)O)[nH]c3ccc(Cl)cc23)CC1	-3	16
COc1ccc(Nc2c3c(nc4ccccc24)CCCC3)cc1OC	5	43
Cc1nnc(SCC(=O)NNC(=O)C(C)C)[nH]c1=O	22	7
Cc1cc(C)c2c(c1)/C(=C/C(=O)c1ccc(Br)s1)C(=O)N2	-4	2
CC(C)OC(=O)c1c(N)n(CCCN2CCOCC2)c2nc3ccccc3nc12	-32	28
COC(=O)c1ccccc1-c1ccc(/C=N/Nc2nc(N3CCCC3)nc(N3CCCC3)n2)o1	-25	27
COc1cccc(C(=O)COc2ccccc2N2C(=O)C3C4C=CC(C4)C3C2=O)c1 (configuration not stated)	-34	20
Cc1ccc(N2CCN(C3=NC(=O)/C(=C\c4cn[nH]c4-c4ccccc4)S3)CC2)cc1	-5	42
Nc1cc(N)nc(SCCOc2ccccc2)n1	-3	4
CC(=O)c1ccc(NC(=O)CSC(C)C)cc1	-2	0
O=c1[nH]c(=O)n(Cc2ccco2)c2c1C(C(F)(F)F)(C(F)(F)F)N=C(CCC1CCCCC1)N2	-18	33

# Additional records
structure	OX1R antag-1	OX1R antag-2
COc1ccc(CCNC(=O)CSc2nc3[nH]ncc3c(=O)n2-c2ccc(Cl)cc2Cl)cc1OC	-29	5
CN(C)c1ccc(C(C#N)c2ccccc2)nn1 (configuration not stated)	-22	6
CCC(C)(C)n1nnnc1C(c1cc2cc(OC)ccc2[nH]c1=O)N1CCc2ccccc21 (configuration not stated)	-24	8
CCc1ccc(NC(=O)C(=O)N/N=C(\C)CC(=O)NCc2ccc(Cl)cc2)cc1	-24	24
Cc1cc(C)c2oc(C(=O)Nc3ccc(S(=O)(=O)Nc4nccs4)cc3)cc(=O)c2c1	-20	5
O=C(CCC1CCCCC1)Nc1ncn[nH]1	-14	14
O=C(Nc1nc(-c2cccnc2)cs1)c1ccccc1F	-17	13
Cn1c(SCc2ccc(Br)cc2)nnc1-c1ccccn1	-14	5
CCOC(=O)c1c(-c2ccc(C)o2)csc1NC(=S)NC(=O)c1ccc(F)cc1	-9	18
CCOC(=O)CSc1nc2ccccc2c(=O)n1CCN1CCOCC1	-8	7
CCCCNC(=O)C1CCCN(S(=O)(=O)c2c(C)noc2/C=C/c2cccs2)C1 (configuration not stated)	-29	13
CC(=O)Nc1ccc(NC(=O)c2ccccc2N(Cc2ccccc2)S(C)(=O)=O)cc1	-3	4
COc1ccc(CCNC(=O)C2CCCCC2C(=O)O)cc1OC (configuration not stated)	1	6
CC(=O)N1N=C(c2ccncc2)CC1c1ccccc1O (configuration not stated)	-4	25
COc1ccc(N2CCN(c3ccc([N+](=O)[O-])cc3Cl)CC2)cc1	-5	12
CC[N+](C)(CC)CCOC(=O)C1c2ccccc2Oc2ccccc21	-8	13
Cc1noc(C)c1CSCC(=O)N(C)CC(=O)Nc1ccccc1C(F)(F)F	-5	4
COc1cc(C(=O)Nc2ccc(NC(=O)c3ccccc3Cl)nc2)cc(OC)c1OC	-33	19
CCCN(Cc1cc2cc(OC)ccc2[nH]c1=O)C(=O)c1ccco1	-12	16
Cc1ccc(CN(C(=O)c2cc(=O)c3cc(Cl)c(C)cc3o2)C2CCS(=O)(=O)C2)cc1 (configuration not stated)	-24	5
CCCCNC(=O)CCn1c(=O)c2ccccc2n(Cc2cc(C)ccc2C)c1=O	-20	11
COc1ccccc1CN(C)CC(=O)NC1CCCc2ccccc21 (configuration not stated)	-15	15
COCCC(=O)N1CCC(Oc2ccc(C(=O)NCCc3ccccn3)cc2)CC1	0	13
CCCCCN1N=C(C)CC1=O	-5	-10
CC1Cc2ccccc2N1C(=S)Nc1ccc(S(N)(=O)=O)cc1 (configuration not stated)	6	3

# Quoted from the listing.
# Value for CC(=O)c1ccc(NC(=O)CSC(C)C)cc1 in OX1R antag-2: 0
# Value for Cc1ccc(CN(C(=O)c2cc(=O)c3cc(Cl)c(C)cc3o2)C2CCS(=O)(=O)C2)cc1 (configuration not stated) in OX1R antag-1: -24

# Next structures follow:
structure	OX1R antag-1	OX1R antag-2
CCCCNC(=S)NNC(=O)C1=NN(c2cc(C)ccc2C)C(=O)CC1	-15	21
CCN(CC)C(=O)CN1C(=O)c2cccc3cccc1c23	10	45
Cc1c2cnn(CC(=O)O)c(=O)c2c(C)n1Cc1ccccc1	-13	8
COc1ccc(C(=O)N=C2SC3CS(=O)(=O)CC3N2c2ccccc2)cc1OC (configuration not stated)	-12	11
Cn1c(N2CCOCC2)nc(-c2ccccc2)c1-c1ccccc1	-6	23
COC(=O)c1ccccc1NC(=O)CSc1nc(-c2ccco2)cc(C(F)(F)F)n1	-32	17
CCCn1c(C(CO)Nc2nc(C)cs2)nc2ccccc21 (configuration not stated)	-13	14
CCCNS(=O)(=O)c1cc(CN2C(=O)c3cccnc3C2=O)ccc1OC	-3	13
O=c1c2[nH]c3ccccc3c2ncn1Cc1ccccn1	-8	10
CCN(CC)C(=O)C(=O)N/N=C/c1ccc(C(=O)OC)cc1	5	10
CCCN(Cc1ccc(C)cc1)C(=O)c1ccc(CNS(=O)(=O)c2ccc(C(C)=O)cc2)cc1	-2	23
O=C(c1ccc(NS(=O)(=O)c2cccc3cccnc23)cc1)N1CCOCC1	-8	2
O=C(O)C1=NN(c2ccccc2)C(=O)CC1	-6	6
Cc1c(OCC(=O)NCc2ccccn2)ccc2c3c(c(=O)oc12)CCCC3	-28	10
CCCCOc1ccc(Cl)cc1CSc1nnc(CC)n1N	-15	15
O=C(CCc1c[nH]c2ccccc12)OCC(=O)N1CCN(S(=O)(=O)c2ccccc2)CC1	-5	12
CN=C1SC(CC(=O)Nc2sc3c(c2C#N)CCCC3)C(=O)N1C (configuration not stated)	-26	11
COCCNC(=O)C(OC(=O)CC1Sc2ccccc2NC1=O)c1ccncc1 (configuration not stated)	-20	12
O=C(CN1CCN(S(=O)(=O)c2ccc(Br)cc2)CC1)c1ccc(O)c(O)c1	5	10
CC(C(=O)N1CCc2ccccc2C1)N1C(=O)c2ccccc2C1=O (configuration not stated)	-17	9
CC1CCCC(C)N1/N=C/c1ccccc1OC(F)F (configuration not stated)	-4	21
CC1CC(=S)Nc2ccccc2N1Cc1ccccc1 (configuration not stated)	-18	27
Cc1cccc(OCCCCc2c(C)n[nH]c2C)c1	7	20
CC(=O)OCC(=O)[C@H]1CC[C@H]2[C@@H]3CCC4=CC(=O)CC[C@]4(C)[C@H]3CC[C@]12C	-4	21
COc1cccc2cc(C(=O)N3CCN(C(=O)c4ccco4)CC3)c(=O)oc12	-4	3

# Next part
structure	OX1R antag-1	OX1R antag-2
COc1cc(NC(=O)c2cccc(Br)c2)nc(OC)n1	-19	43
O=C(N(c1ccccc1)c1ccccc1)n1ccnc1	-4	-2
Cc1nc(N)sc1N=Nc1ccc(F)cc1	18	15
CCN1CCN(CCCNC(=O)c2ccc3c(Cl)c4c(nc3c2)CCCC4)CC1	-22	20
O=C1CSC(=S)N1c1cccc(Br)c1	-4	-3
COCCNC(=O)c1ccccc1NS(=O)(=O)c1ccc(C)c([N+](=O)[O-])c1	-11	3
CCOc1ccc(OCC)c(NC(=O)CC2Oc3ccccc3NC2=O)c1 (configuration not stated)	-29	18
CCC(C)NC(=O)C1CC(c2ccc(OC)cc2)=NO1 (configuration not stated)	-5	3
CC1CCC(NC(=O)C2(C)CCC(=O)N2Cc2cccnc2)CC1 (configuration not stated)	-7	9
CCC(=O)N1CCN(c2ccccc2NC(=O)c2cccc(C)c2)CC1	-26	0
O=c1[nH][nH]c(C(F)(F)F)c1C=Nc1ccccc1Cl	-7	8
Cc1cc(C(=O)CSc2nnc(-c3cccnc3)n2-c2ccccc2)c(C)n1CC1CCCO1 (configuration not stated)	-7	20
CCCNCc1cc(Cl)c(OCC)c(Cl)c1	-9	-2
COc1ccccc1N(Cc1cc2cccc(C)c2[nH]c1=O)C(=O)C(C)C	-21	25
Cc1ccc2nc(NC(=O)CS(=O)(=O)Cc3ccccc3)sc2c1	-13	14

# Structures listed above that bear a hit mark in OX1R antag-2.
structure	OX1R antag-1	OX1R antag-2
C=CC[n+]1c(/C=C/c2ccc(OC(C)=O)c(OC)c2)ccc2ccccc21	-9	48*

# Five of these compounds in a different format:
OX1R antag-1	OX1R antag-2	structure
-11	3	COCCNC(=O)c1ccccc1NS(=O)(=O)c1ccc(C)c([N+](=O)[O-])c1
-29	18	CCOc1ccc(OCC)c(NC(=O)CC2Oc3ccccc3NC2=O)c1 (configuration not stated)
-5	3	CCC(C)NC(=O)C1CC(c2ccc(OC)cc2)=NO1 (configuration not stated)
-7	9	CC1CCC(NC(=O)C2(C)CCC(=O)N2Cc2cccnc2)CC1 (configuration not stated)
-26	0	CCC(=O)N1CCN(c2ccccc2NC(=O)c2cccc(C)c2)CC1

# Continued:
structure	OX1R antag-1	OX1R antag-2
COC(=O)c1cnn2c(C)c(Cc3cccc(F)c3)c(C)nc12	-9	17
CC1(/[N+]([O-])=C/c2ccc(F)cc2)CCCCC1=O (configuration not stated)	10	9
COc1ccccc1NC(=O)NCc1ccc(C)n1C	-8	0
Cc1ccc(-c2cc(C(=O)NC3CCCCC3)no2)cc1	-6	14
Fc1ccc(-c2noc(C3CCN(Cc4cccnc4)CC3)n2)cc1	-1	10
Fc1ccccc1COc1ccc(/C=N/n2cnnc2)cc1	-1	3
COc1nc(N)nc(N2CCOCC2)n1	1	13
Cc1ccc(C(CC(=O)NCc2ccco2)c2ccc(OC(C)C)cc2)cc1 (configuration not stated)	-27	13
CCCN=C(Nc1ccc(Cl)cc1)c1cccnc1	-23	10
CC(C)C(C)NC(=O)COc1nc2ccccc2nc1N(C)C1CCCCC1 (configuration not stated)	-15	22
COc1ccc(S(=O)(=O)Nc2ccc(F)c(Cl)c2)cc1OC	-1	16
Cc1cccc(Oc2sc(C(=O)c3ccccc3)c(N)c2C#N)c1	-23	9
O=C(NCCc1ccccc1)C1CCN(S(=O)(=O)c2cccc3nonc23)CC1	-24	55
